# Source: PubChem BioAssay (National Center for Advancing Translational Sciences (NCATS))
# KB-3-1 tox = kills parental KB-3-1 adenocarcinoma cells | KB-3-1 viability, CellTiter-Glo ATP luminescence, 72 h | AID 1347075 | Potency, µM (top dose mostly 46.1 µM), for the others: at the top dose activity change, negative = cytotoxic, hits mostly cytotoxic | hit rate 1.4% among 400,000; also: % is scaled to controls: 0 for no effect and ±100 for the full control effect; nearly all actives have a fitted effect of over 60% in size
#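 Here the drug-naive KB-3-1 line serves as comparator for MDR sub-line selectivity; cells received compound titrations, 72 h at 37 °C, then CellTiter-Glo readout.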
# KB-V1 cytotox = kills drug-selected multidrug resistant KB-V1 cells. KB-V1 MDR cells viability, CellTiter-Glo, 72 h. Potency, µM (highest dose often 46.1 µM), without a hit: top-dose activity change, negative = cytotoxicity, usual class: cytotoxic. hit rate 3.4% among 400,000. AID 1347076; also: % is scaled to controls: 0 for no effect and ±100 for the full control effect; nearly all actives have a fitted effect of over 60% in size
#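 Following 72 h at 37 degrees C with compound, KB-V1 cell viability was read by CellTiter-Glo luminescence, medium being phenol-red-free DMEM plus 10% FBS; concentration-response parameters came from normalized, curve-fitted qHTS data.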
# GLP-1R inv ag = acts as inverse agonist at human GLP-1 receptor; P43220; HEK293 GLP-1R CRE-luciferase, luminescence, 24 h; GLP-1R form is constitutively active; Potency, µM (doses to about 38.3 µM), for inactives: at the top dose activity change, negative = inhibition, most hits filed as inhibitors; hit rate 1.6% among 410,000; AID 624417; also: % is scaled to controls: 0 for no effect and ±100 for the full control effect; nearly all actives have a fitted effect of over 55% in size
# Target sequence (P43220 whole entry, looked up): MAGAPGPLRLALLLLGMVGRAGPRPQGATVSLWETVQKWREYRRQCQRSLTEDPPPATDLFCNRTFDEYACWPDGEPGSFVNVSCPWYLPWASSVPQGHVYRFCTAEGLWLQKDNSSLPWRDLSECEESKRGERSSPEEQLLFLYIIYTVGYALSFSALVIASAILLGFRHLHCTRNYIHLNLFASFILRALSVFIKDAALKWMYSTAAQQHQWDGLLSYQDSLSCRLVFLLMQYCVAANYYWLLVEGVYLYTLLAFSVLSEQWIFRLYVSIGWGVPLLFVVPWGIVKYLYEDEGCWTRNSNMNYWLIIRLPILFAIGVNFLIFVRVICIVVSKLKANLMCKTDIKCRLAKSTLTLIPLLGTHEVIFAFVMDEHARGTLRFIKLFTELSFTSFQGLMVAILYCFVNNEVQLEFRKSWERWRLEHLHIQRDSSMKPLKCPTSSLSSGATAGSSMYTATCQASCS
#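 qHTS in 1536-well format: reporter HEK293 cells expressing constitutive GLP-1R activity in DMEM + 10% Nu serum, 24 hr with compounds at 37 deg C, luminescence read after 12 min with detection reagent.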
# TDP43 rescue = TDP-43 toxicity inhibition in yeast; hit rate 1.8% among 410,000; Potency, µM (series often up to 46.1 µM), for the others: at the highest dose growth rescue (activation), hits mostly activators; AID 652104; TDP-43 expressing yeast growth rescue, BacTiter-Glo, 24 h; also: % of control where 0% means no effect; nearly all actives have a fitted effect of over 50% in size
#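 Readout is BacTiter-Glo luminescence of cell growth, so inhibitors register as activators. TDP-43-expressing yeast at OD600=0.02 in galactose medium, after raffinose pregrowth to mid-log, were incubated with compound for 24 hr at 30 deg C.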
# GLP1R ag = agonists of human GLP-1 receptor; AID 624172; Potency, µM (highest dose often 45.6 µM), for the others: top-dose activation, hits mostly activators; hit rate 0.007% among 380,000; HEK293 GLP-1R CRE-luciferase, luminescence, 4-6 h; cells express a hypersensitive GLP-1R form; also: % of control where 0% means no effect
# HT1080NT lethal = kills 2HG-producing HT-1080-NT fibrosarcoma cells; HT-1080-NT fibrosarcoma viability, CellTiter-Glo ATP luminescence, 48 h; Potency, µM (highest dose often 46.1 µM), inactives show top-dose activity, negative = less viability, usual class: cytotoxic; hit rate 1.6% among 360,000;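 also: NT is the 2HG producing partner of a matched IDH1 knockdown line; 0% = DMSO-treated cells and -100% = media-only wells without cells; nearly all actives have a fitted effect of over 55% in size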
#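 A 48-hour cytotoxicity screen used HT-1080-NT cells plated 2 hours before compound delivery. ATP-based CellTiter-Glo luminescence measured viability, normalized to DMSO and no-cell controls.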
# SW480 rereplic = inducers of DNA re-replication in SW480 colon cancer cells; SW480 DNA re-replication, Hoechst DNA content imaging, 48 h; hit rate 1.8% among 340,000; AID 624297; Potency, µM (titrated, usually from 46.1 µM), inactives show at the highest dose re-replication activation, actives largely listed as activators; also: % of control where 0% means no effect; nearly all actives have a fitted effect of over 55% in size
#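 Image-based DNA-content assay: after two days of treatment, nuclei were labelled with the DNA dye Hoechst and imaged, and hits were compounds raising the count of nuclei showing high fluorescence intensity.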
# HEK293 tox = cytotoxicity counter-screen for GLP-1 receptor inverse agonists; HEK293 cAMP-luciferase reporter cells, luminescence, 24 h; Potency, µM (highest dose often 38.3 µM), inactives show at the top dose activity change, negative = inhibition, usual class: inhibitors; hit rate 0.13% among 410,000; AID 624418;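 also: loss of luciferase light is scored as toxicity; % is scaled to controls: 0 for no effect and ±100 for the full control effect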
#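 Luminescence readout: signal drop marks cytotoxicity. Plated cells grew 12 h at 37 °C, 5% CO2, received 23 nL compound for 24 h, then got luciferase reagent, read after 12 min at RT.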
# HT1080 IDH1KD tx = toxicity to HT-1080 IDH1 knockdown cells (counter line). Potency, µM (top dose mostly 46.1 µM), for the others: at the highest dose activity, negative = toxicity, usual class: cytotoxic. HT-1080 IDH1 knockdown viability, ATP luminescence, 48 h. hit rate 2% among 360,000;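 also: 0% = DMSO wells and -100% = cell-free medium wells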
#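 Viability of IDH1-knockdown HT-1080 fibrosarcoma cells was assessed by CellTiter-Glo after 48 h at 37 °C with titrated compound; concentration-effect curves were classified by fit quality and response size.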
# The depositor's hits bear a star; ? = inconclusive; . = not tested or not shown; & = joins results of further samples; [ ] = remark or other dose. Calls follow the shape of the dose curve; as a rule, active = well fitted curve in the direction sought with a large enough effect; inconclusive = small, poorly fitted or top-dose-only effect, or another doubt; inactive = no such curve, though single readings can be large; an effect the other way counts as inactive or inconclusive. Potency is read from the fitted curve at half-maximal effect.
SMILES | KB-V1 cytotox | SW480 rereplic | HEK293 tox | HT1080NT lethal | KB-3-1 tox | GLP-1R inv ag | GLP1R ag | TDP43 rescue | HT1080 IDH1KD tx
CCOC(=O)c1[nH]cnc1C(=O)Nc1cccc(OC)c1 | -16% | -16% | 20%&2% | 0% | 14% | 33%&6%[activator] | 5% | 0%&4% | 10%
CCOc1ccc(-n2c(C)cc(/C=N/N(C)C)c2C)cc1 | -18% | 3% | 5% | -7% | -21% | 0% | 9% | -4% | 0%
CCOC(=O)c1c(N)n(-c2ccc(C)c(C)c2)c2nc3ccccc3nc12 | -9% | . | 2% | . | 4% | 15% | -6% | 14% | .
COc1ccc(CCn2c(SCC(=O)Nc3cc(C)on3)nc3ccccc3c2=O)cc1OC | ? | -9% | -12% | 6% | -3% | -2% | 0% | -8% | 12%
COc1cccc(-n2c(C)cc(/C=C3\C(=N)N4N=C(CC(=O)N5CCOCC5)SC4=NC3=O)c2C)c1 | 19% | 18% | -9% | -19% | 11% | 45%[activator] | -7% | 13% | -30%
CN1CCN(c2oc(-c3ccco3)nc2S(=O)(=O)c2ccccc2)CC1 | 19% | -4% | 6% | 13% | 17% | 27% | 20% | 13% | 11%
O=C(COC(=O)c1cc([N+](=O)[O-])ccc1N1CCOCC1)c1ccccc1 | -4% | -3% | -16% | 10% | -9% | 19% | 26% | 20µM* | 15%
CC(=O)c1cccc(N(CC(=O)NC2CCCC2)C(=O)c2ccc(C)s2)c1 | -3% | 0% | 14% | -4% | 16% | -6% | 8% | -23% | 4%
O=C(Nc1ccc(C(=O)N2CCN(c3ccc(F)cc3)CC2)cc1)C1=CSCCO1 | 2% | -3% | 3% | -7% | 0% | ? | -6% | ? | -3%
N=c1ncn(CC(O)CO)c2nc(N3CCOCC3)[nH]c12 (configuration not stated) | 29% | -4% | -5% | 16% | -9% | -1% | -7% | 6% | 17%
Cc1ccc(S(=O)(=O)N2CCN(CC(O)c3ccccc3)CC2)cc1C (configuration not stated) | ? | -4% | 3% | 9% | -3% | 0% | 8% | -12% | 1%
O=C(NC(=S)N1CC=CCC1)c1ccccc1 | 0% | . | -4% | 1% | -7% | ? | 0% | 23% | 1%
CCOc1ccc(N2CC(C(=O)NCc3cccc(C)c3)CC2=O)cc1 (configuration not stated) | 6% | 1% | 46%[activator] | 1% | -4% | -21% | 2% | 6% | 1%
Cc1ccc(C(=O)N2CC(C)CC(C)C2)cc1NC1=NC2CS(=O)(=O)CC2S1 (configuration not stated) | -5% | -13% | 5% | -3% | -1% | -13% | 0% | 27% | 4%
C/C(N)=C(/C#N)C(=O)COC(=O)c1cc(C)n(-c2ccc(F)cc2)c1C | ? | 16%&12% | -6%&67% | ? | ? | ? | 31%&14% | -13%&-14% | ?
CCN(CC)c1ccc(S(=O)(=O)N2CCCCC2)cc1NC(=O)C1=COCCO1 | ? | 19% | 13% | 3% | -10% | ? | 11% | 15% | -3%
C1=C(CCNc2ncnc3nc[nH]c23)CCCC1 | -8% | 1% | ? | 4% | -29% | -13% | -8% | ? | -5%
O=C(c1cc2c(s1)CCCC2)N1CCN(S(=O)(=O)c2ccccc2C(F)(F)F)CC1 | ? | 0% | -9% | 2% | -17% | 10µM* | 7% | ? | 3%
O=C(Nc1ccc(OCc2cc(=O)n3ccsc3n2)cc1)c1ccc(F)cc1 | ? | . | -6% | . | 7% | 6% | 0% | 12% | .
CC1(C(=O)NS(=O)(=O)c2cccc(F)c2)CCN1C(=O)c1cccc2ccccc12 (configuration not stated) | 5% | . | -7% | 14% | 0% | 26% | -3% | ? | 1%
CCN1C(=O)[C@H]2[C@@H](c3ccc(-c4cccc(Cl)c4)cc3)N[C@@](C)(C(=O)OC)[C@H]2C1=O | ? | 9% | 3% | 0% | ? | 11µM* | 7% | 49% | -12%
CSCC[C@H](NC(=O)c1ccc2ccccc2c1)C(=O)N1CCC2(CC1)NCCc1[nH]cnc12 | 12% | 2% | -30% | -2% | 5% | -15% | 7% | -20% | -1%
O=[N+]([O-])c1ccc(N2CCN(S(=O)(=O)c3ccccc3)CC2)cc1NCC1CCCO1 (configuration not stated) | -7% | -4% | 5% | 7% | 9% | 6% | -5% | 4% | 22%
COc1ccc(C2=C(N3CCN(c4cccc(C)c4)C(C)C3)c3ccccc3C2=O)cc1 (configuration not stated) | ? | . | 1% | . | -23% | ? | . | -3% | .
CCC(C(=O)Nc1cc(C)ccc1OC)n1nnc(C(=O)OC)c1C(=O)OC (configuration not stated) | 1% | . | 1% | . | 1% | 12% | . | -4% | .
Cn1c(SCC(=O)NCc2cccs2)nnc1-c1ccc(S(=O)(=O)N2CCCC2)cc1 | 7% | -20% | -2% | -7% | 0% | 1% | -7% | 3% | 9%
COC(=O)c1nc(-c2ccccc2)oc1N(C)C | 16µM* | 1% | 3% | 9% | 6% | 0% | 18% | 11% | 17%
C[C@H]1CN([C@@H](C)CO)C(=O)CCCn2nncc2CO[C@H]1CN(C)C(=O)C1CC1 | 20% | . | -3% | 7% | 18% | 2% | 12% | 0% | 16%
CN1C(=O)c2ccc(NC(=O)c3c(C(=O)O)cccc3[N+](=O)[O-])cc2C1=O | -4% | -6% | -1% | 3% | -5% | 7% | -5% | 1% | -2%
CCN(CC(=O)NCc1ccc(F)cc1)Cc1nc2ccccc2c(=O)[nH]1 | -8% | 4% | ? | 2% | 9% | -3% | 7% | -6% | 0%
CCc1nnc(NS(=O)(=O)c2ccc(NC(=O)c3ccc(C#N)cc3)cc2)s1 | -16% | 0% | -6% | 2% | 1% | 3% | -2% | -21% | 2%
Fc1cccc(-c2cc3nc4c(c(NCc5ccco5)n3n2)CCCC4)c1 | -8% | 5% | 3% | ? | 0% | 12% | 5% | ? | -13%
O=c1cc(CSc2nc3cc(Cl)ccc3o2)nc2sccn12 | ? | 1% | -10% | 5% | -22% | 30% | 0% | 9% | 4%
CCOC(=O)C1=C(c2ccccc2)NC(=S)NC1c1ccc(Cl)cc1 (configuration not stated) | ? | -90%[inhibitor] | -5% | -14% | -5% | ? | 15% | 0% | -25%
CS(=O)(=O)Nc1ccc(C(=O)Nc2ccccc2C(=O)NCc2ccco2)cc1 | -14% | -2% | -1% | -5% | -7% | 47%[activator] | 20% | -13% | 0%
Cc1cccc(C2c3[nH]c4ccccc4c3CCN2C(=O)c2cc(-c3cccn3C)n[nH]2)n1 (configuration not stated) | ? | ? | -18% | ? | -4% | ? | 9% | ? | ?
CC12CCC(c3c1nc1ccccc1[n+]3[O-])C2(C)C (configuration not stated) | 2% | -1% | 4% | 21% | 0% | -27% | 0% | ? | 22%
CCCc1cc(=O)[nH]c(SCC(=O)NC2CC2)n1 | ? | -14% | -5% | -4% | 5% | 13% | -1% | 6% | -1%
COc1ccc(CC(=O)Oc2ccc(Br)cc2F)cc1S(=O)(=O)N1CCOCC1 | 9% | -4% | 7% | 1% | 9% | -12% | -15% | 7% | 16%
COc1ccc(NC(=S)NC(=O)c2ccccc2)cn1 | -2% | ? | ? | 18% | 19% | 48%[activator] | 8% | 5% | 5%
COc1ccc(NC(=O)C(=O)N/N=C(\C)CC(=O)Nc2cc(C)ccn2)c(OC)c1 | ? | -5% | 2% | 11% | 19% | 3% | -3% | -9% | 17%
COc1cc(/C=N/Nc2ccc(Cl)c(C(=O)O)c2)ccc1OC(=O)c1ccccc1F | ? | -16% | -9% | 14% | 1% | 20% | -3% | 0% | -4%
COCCNC(=O)C(c1ccccc1F)N(C(=O)C(=O)NC1CCCC1)C1CCCCC1 (configuration not stated) | 0% | -3% | -16% | -3% | -9% | 10% | 1% | -13%[9.22 µM] | -2%
CCOC(=O)c1sc2nc(C)cc(C)c2c1NC(=O)c1ccco1 | -4% | -6% | 0% | 9% | -5% | 13% | 22% | 10% | 14%
CCc1ccc(NC(=O)C(=O)N/N=C(\C)CC(=O)Nc2ccc(OC)cc2)cc1 | 3% | -12% | 4% | -6% | -1% | 7% | -1% | 18% | -2%
CC12CCC(C(=O)N(c3ccc(Cl)cc3)C1=O)C2(C)C (configuration not stated) | ? | -2% | 17% | 14% | 4% | 28% | 22% | 14% | 16%
CC(=O)C(Sc1ccc2nnc(-c3ccc(F)cc3)n2n1)C(C)=O | -23% | -9% | 4% | -4% | 4% | -11% | -1% | -4% | -13%
Cc1n[nH]c(=O)nc1NCc1ccccc1Cl | 9% | -1%[9.22 µM] | -21% | 11% | 16% | 19% | -9% | -10% | 4%
CCN1C(=O)[C@@H]2[C@@H](c3ccc(-c4ccc(C(C)=O)cc4)cc3)N3CCC[C@@]3(C(=O)OC)[C@@H]2C1=O | -12% | 0% | 12% | 1% | 7% | 6% | -2% | 13% | 2%
O=C(CN1CCOCC1)Nc1ccc(Oc2ccccc2)cc1 | -2% | -4% | 7% | 6% | 16% | -5% | -6% | 13% | 8%
CCn1nc(C)cc1C(=O)N1CCCC(Nc2ccc(F)c(F)c2)C1 (configuration not stated) | ? | -5% | -4% | 4% | -15% | 9% | 0% | 5% | 1%
COc1ccccc1-c1cnc(C(O)c2ccc(CN3CCCCC3)cc2)[nH]1 (configuration not stated) | 15% | . | -8% | 9% | 0% | -23% | -4% | 6% | 20%

# Of the compounds above, 4 have a furan ring, fused or not.
SMILES | KB-V1 cytotox | SW480 rereplic | HEK293 tox | HT1080NT lethal | KB-3-1 tox | GLP-1R inv ag | GLP1R ag | TDP43 rescue | HT1080 IDH1KD tx
CN1CCN(c2oc(-c3ccco3)nc2S(=O)(=O)c2ccccc2)CC1 | 19% | -4% | 6% | 13% | 17% | 27% | 20% | 13% | 11%
Fc1cccc(-c2cc3nc4c(c(NCc5ccco5)n3n2)CCCC4)c1 | -8% | 5% | 3% | ? | 0% | 12% | 5% | ? | -13%
CS(=O)(=O)Nc1ccc(C(=O)Nc2ccccc2C(=O)NCc2ccco2)cc1 | -14% | -2% | -1% | -5% | -7% | 47%[activator] | 20% | -13% | 0%
CCOC(=O)c1sc2nc(C)cc(C)c2c1NC(=O)c1ccco1 | -4% | -6% | 0% | 9% | -5% | 13% | 22% | 10% | 14%

# Rows were taken by chance; about 9.4% have a hit in one of these screens.
